Nrf2 inh: blocks Nrf2 signaling; 2.1% of 360,000 active; Potency, µM (titrated, usually from 46 µM), inactives show top-dose activity change, negative = inhibition, hits mostly inhibitors; A549 ARE-Fluc reporter, luciferase luminescence, 18-24 h; also: potency is read from the fitted curve at half-maximal effect; % is scaled to controls: 0 for no effect and ±100 for the full control effect; nearly all actives have a fitted effect of over 60% in size
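Cells were seeded and rested 2 h, then exposed to compounds for 18-24 h. CellTiter-Fluor was read first as a viability measure. BugLite was added 15 min before the final luminescent read of ARE-luciferase activity in A549 cells.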
HepG2 tox: HepG2 cytotoxicity, counter-screen for TGF-b inhibitors | HepG2 CAGA-GFP viability, ATP luminescence, 18 h | Potency, µM (highest dose often 46.1 µM), for inactives: at the top dose activity change, negative = cytotoxicity, usual class: cytotoxic | 0.76% of 410,000 active | AID 588856; also: potency is read from the fitted curve at half-maximal effect; some results filed as inactive show a strong effect at the top dose
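CellTiter-Glo luminescence gave cytotoxicity after 18 hours at 37 degrees C. The cells were HepG2 CAGA-GFP in 1% FBS DMEM, stimulated with 500 pg/mL TGF-beta after compound addition. %Activity was normalised to no-cell wells (complete cell-killing) and DMSO (no toxicity), and curves were fitted and classified.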
Mm-Cpn inhibitor: inhibitors of Methanococcus maripaludis chaperonin (MmCpn); purified Mm-Cpn ATPase, ADP Transcreener TR-FRET; Potency, µM (doses to about 76.9 µM), inactives show at the top dose activity, negative = inhibition, actives largely listed as inhibitors; 0.031% of 330,000 active; AID 504842; also: potency is read from the fitted curve at half-maximal effect; % is scaled to controls: 0 for no effect and ±100 for the full control effect; nearly all actives have a fitted effect of over 80% in size
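ATPase turnover read by TR-FRET ADP competition (Eu cryptate antibody/ADP-d2, 665/590 nm): 10uM ATP final, 25nM Mm-CPN final, 30 min 37degC after 10-min compound preincubation, pH 7.4 Tris/KCl/MgCl2/DTT buffer.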
Akt phos inh: blocks phosphorylation of Akt | AID 651550 | Neuro2A IGF-stimulated pAkt S473 HTRF, 20 min; stronger effect = lower value | 0.32% of 360,000 active | activity change, % for hits at 50 µM; in the data active = activity change below about -80%; inconclusive = mostly about -51% to -80%; also: % is scaled to controls: 0 for no effect and ±100 for the full control effect
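Single-point screen (50 µM final compound) in Neuro2A cells stimulated 20 min with 6 nM IGF at 37 deg C. After lysis, Ser473-phosphorylated Akt read by HTRF (ex 330 nm, em 615/665 nm) as the 665/615 ratio.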
Nrf2 ARE act: activates Nrf2 signaling | AREc32 ARE-luciferase reporter (MCF7-derived line), luminescence, 24 h | Potency, µM (highest dose often 46.1 µM), for inactives: at the top dose activation, usual class: activators | 0.31% of 410,000 active; also: potency is read from the fitted curve at half-maximal effect; % of control where 0% means no effect; nearly all actives have a fitted effect of over 65% in size
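Luciferase luminescence (Steady-Glo, 30 min at room temperature) served as the read-out of ARE activation in AREc32 cells treated with compounds for 24 hr at 37 deg C.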
Abeta yeast res: restores growth of yeast expressing A-beta42 peptide; yeast expressing A-beta42, growth rescue, OD600, 48 h; response scale: 0% DMSO, 100% iron-clioquinol control; Potency, µM (titrated, usually from 46.1 µM), for inactives: at the highest dose growth rescue, hits mostly activators; 0.063% of 410,000 active; AID 1347071; also: potency is read from the fitted curve at half-maximal effect; nearly all actives have a fitted effect of over 55% in size
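Yeast growth medium received pinned compounds, then yeast cells expressing toxic A-beta were added; plates incubated at 30 C for 48 hr. Growth read as absorbance at 600 nm, normalized to DMSO and equimolar FeCl3 plus clioquinol controls.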
CCT chaperon mod: cytosolic chaperonin activity modulation | purified chaperonin ATPase assay, HTRF ADP detection, 30 min | activity change, % (no concentration beside the values), hits read low | 0.3% of 360,000 active | AID 651819; in the data active = activity change below about -30%; also: % is scaled to controls: 0 for no effect and ±100 for the full control effect
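ATPase activity: ADP formed was measured by HTRF Transcreener (665/615 nm ratio) after 30 min at 37 deg C with 10 uM ATP. Compounds screened at one 76 uM concentration against 40 or 20 nM TRiC in Tris pH 7.4/KCl/MgCl2/DTT buffer.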
A549 tox: counter-screen for Nrf2 inhibitors: cytotoxicity in A549 cells. A549 ARE-Fluc cells, CellTiter-Fluor viability, 18-24 h. Potency, µM (highest dose often 46 µM), without a hit: at the highest dose activity change, negative = cytotoxicity, most hits filed as inhibitors. 0.16% of 390,000 active. AID 504648; also: potency is read from the fitted curve at half-maximal effect; % is scaled to controls: 0 for no effect and ±100 for the full control effect
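A549 ARE-Fluc cells in 5% FBS OPTI-MEM, 5000 cells/well, rested 2 h then exposed to compounds in concentration-response for 18-24 h at 37 °C. Viability by CellTiter-Fluor fluorescence (Ex 405/Em 525) after 30 min; luciferase luminescence (BugLite, 15 min, RT) read afterwards.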
TGFb SMAD3 inh: blocks TGF-b signaling; HepG2 CAGA-GFP TGF-b/SMAD3 reporter, GFP fluorescence, 18 h; TGF-beta stimulated, 500 pg/mL final; Potency, µM (doses to about 46.1 µM), inactives show top-dose activity, negative = inhibition, most hits filed as inhibitors; 1.2% of 410,000 active; AID 588855; also: potency is read from the fitted curve at half-maximal effect; % is scaled to controls: 0 for no effect and ±100 for the full control effect; nearly all actives have a fitted effect of over 65% in size
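HEPG2 CAGA-GFP cells (1000/well, DMEM with 1% FBS) were pre-incubated 2 h at 37 degrees C, given compound by pin tool, then stimulated with TGF-beta at 500 pg/mL final for 18 h before per-cell GFP fluorescence imaging.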
The depositor's hits bear a star; i = inactive; ? = inconclusive; / = no result given; [ ] = remark or other dose. Unless noted, calls follow the shape of the dose curve; as a rule, active = well fitted curve in the direction sought with a large enough effect; inconclusive = small, poorly fitted or top-dose-only effect, or another doubt; inactive = no such curve, though single readings can be large; an effect the other way counts as inactive or inconclusive.

(1) Cc1ccc(Cl)cc1N1CCN(S(=O)(=O)c2cnc[nH]2)CC1
(2) Cc1ccc(S(=O)(=O)N2C[C@H]3[C@H]4C(=O)N(Cc5ccccc5)C(=O)[C@H]4CC(=O)[C@H]3[C@@H]2c2cccc3ccccc23)cc1
(3) CC(=O)Nc1ccc(S(=O)(=O)NCCNC(=O)c2ccccc2F)cc1
(4) CCCn1c(CC)nc([N+](=O)[O-])c1S(=O)(=O)c1ccccc1
(5) CCc1cccc(C)c1NC(=S)NCCc1c(C)[nH]c2ccc(C)cc12
(6) CCn1c2ccccc2c2nnc(N3CCN(c4cc(C)ccc4C)CC3)nc21
Assay by compound	1	2	3	4	5	6
Nrf2 inh	?	/	3%	21µM*	?	21µM*
HepG2 tox	-3%	-5%	-11%	11µM*	11µM*	-13%
Mm-Cpn inhibitor	2%	/	?	-4%	0%	/
Akt phos inh	i	i	i	i	i	/
Nrf2 ARE act	2.7%	-1.4%	-0.5%	-2.6%	-1.6%	-0.2%
Abeta yeast res	-19%	-14%	-8%	-40%[inhibitor]	22%	-13%
CCT chaperon mod	-0.3	0.8	0.8	-3.8	-1.0	/
A549 tox	4%	/	1%	?	-11%	-4%
TGFb SMAD3 inh	6%	?	10%	?	13µM*	15%

(7) CCCCNC(=O)CO/N=C(\C)c1cc2ccccc2o1
(8) Cn1c(=O)[nH]c(=O)c2c1nc(SCCO)n2CC(O)COc1ccccc1 (stereo not given)
(9) N/C(CCS(=O)(=O)c1ccc(Cl)cc1)=N\OC(=O)c1ccccc1C(F)(F)F
(10) CC1CC(C)CN(C(=O)c2ccc3c(=O)n(Cc4ccc5c(c4)OCO5)c(=S)[nH]c3c2)C1 (stereo not given)
(11) Cc1cc(OCC(=O)Nc2ccccc2C)no1
(12) O=C(NC1CCCC1)c1cccc2c1C(=O)c1ccc(Cl)cc1S2(=O)=O
Assay by compound	7	8	9	10	11	12
Nrf2 inh	24%	-5%	?	?	-3%	-7%
HepG2 tox	-3%	-2%	1%	2%	1%	3%
Mm-Cpn inhibitor	3%	-2%	1%	1%	0%	1%
Akt phos inh	i	i	i	i	i	i
Nrf2 ARE act	8.0%	-0.3%	14%	0.3%	0.1%	0.6%
Abeta yeast res	-2%	-36%[inhibitor]	1%	26%	9%	2%
CCT chaperon mod	-1.2	0.0	1.0	-1.1	-1.1	0.6
A549 tox	0%	-1%	?	-16%	-3%	-4%
TGFb SMAD3 inh	?	-15%	16%	-7%	10%	-32%

(13) CCCC(=O)NC(c1ccc2c(c1)OCO2)c1cc(Cl)c2cccnc2c1O (stereo not given)
(14) CC1(C)CC(=O)C(CSC(=O)c2ccccc2)C(=O)C1
(15) Cc1cc(Cn2nc(C(=O)NCc3cccc(C(F)(F)F)c3)cc2-c2ccccc2)on1
(16) N#CC1=C(C=Nc2ccccc2O)CCC1
(17) O=C(CSc1ncn[nH]1)Nc1ccc2c(c1)CCC2
(18) CCc1nc2ccc(C(=O)N3CCN(S(=O)(=O)CC)CC3)cn2c1N(C)Cc1cccs1
Assay by compound	13	14	15	16	17	18
Nrf2 inh	?	/	?	-1%	10%	/
HepG2 tox	-7%	-1%	-11%	-5%	-8%	1%
Mm-Cpn inhibitor	1%	/	2%	0%	1%	/
Akt phos inh	i	i	i	i	i	i
Nrf2 ARE act	-1.1%	16%	6.7%	0.4%	0.6%	1.1%
Abeta yeast res	-68%[inhibitor]	-1%	10%	7%	12%	-16%
CCT chaperon mod	-7.4	0.3	1.4	-1.1	-4.5	0.6
A549 tox	-1%	/	-9%	-6%	9%	/
TGFb SMAD3 inh	?	-17%	-11%	-17%	-6%	?

(19) Cc1ccc(CN2CCCn3nc(C(=O)NCc4cc(C)ccc4C)cc3C2=O)cc1
(20) CC(=O)c1c(C)[nH]c(C(=O)OCC(=O)N2CCCC2=O)c1C
(21) Cc1ccc(C(C)C)c(O)c1C(=O)O
(22) Cc1ccc(CNC(=S)Nc2ccc(NS(=O)(=O)c3ccc(C)cc3)cc2)cc1
(23) CCOC(=O)c1c(S(=O)(=O)Nc2cccc(Cl)c2)c(C)n(C)c1C
(24) CCC(Sc1nc(=O)cc(N)n1-c1cccc(C)c1)C(=O)Nc1cc(C)on1 (stereo not given)
Assay by compound	19	20	21	22	23	24
Nrf2 inh	/	13%	-21%	?	21%	-8%
HepG2 tox	-23%	17%	3%	-17%	-29%	-7%
Mm-Cpn inhibitor	/	-2%	/	4%	3%	0%
Akt phos inh	/	i	/	i	i	i
Nrf2 ARE act	4.1%	0.1%	2.5%	-0.9%	-1.0%	1.8%
Abeta yeast res	11%	-2%	-3%	-16%	3%	3%
CCT chaperon mod	/	-1.3	-2.2	0.3	-0.4	-0.8
A549 tox	-10%	8%	2%	-14%	12%	-3%
TGFb SMAD3 inh	?	4%	-6%	?	-1%	3.5µM*

Of the compounds above, three contain an aryl thioether with sulfur outside any ring:
(8) Cn1c(=O)[nH]c(=O)c2c1nc(SCCO)n2CC(O)COc1ccccc1 (stereo not given)
(17) O=C(CSc1ncn[nH]1)Nc1ccc2c(c1)CCC2
(24) CCC(Sc1nc(=O)cc(N)n1-c1cccc(C)c1)C(=O)Nc1cc(C)on1 (stereo not given)
Assay by compound	8	17	24
Nrf2 inh	-5%	10%	-8%
HepG2 tox	-2%	-8%	-7%
Mm-Cpn inhibitor	-2%	1%	0%
Akt phos inh	i	i	i
Nrf2 ARE act	-0.3%	0.6%	1.8%
Abeta yeast res	-36%[inhibitor]	12%	3%
CCT chaperon mod	0.0	-4.5	-0.8
A549 tox	-1%	9%	-3%
TGFb SMAD3 inh	-15%	-6%	3.5µM*

The list continues:
(25) O=C(NCC1CCCO1)c1ccc(Oc2ccc([N+](=O)[O-])cc2Cl)cc1 (stereo not given)
(26) Cc1ccc(CCNc2ncnc3onc(-c4ccc(Cl)cc4)c23)cc1
(27) COc1ccccc1C(=O)NCC(=O)N/N=C/c1ccc2c(c1)OCO2
(28) COC(=O)c1cnc(NC(=O)C2(C)CCN2C(=O)C(C)C)s1 (stereo not given)
(29) COc1cc(C#N)ccc1OC(=O)c1cccc(S(=O)(=O)N2CCN(C)CC2)c1
(30) CCOC(=O)C1(C)CCN1C(=O)c1ccccc1 (stereo not given)
Assay by compound	25	26	27	28	29	30
Nrf2 inh	-15%	15%	?	/	-8%	/
HepG2 tox	-8%	7%	-12%	-2%	38%	-20%
Mm-Cpn inhibitor	4%	/	1%	/	-3%	/
Akt phos inh	i	/	i	i	i	i
Nrf2 ARE act	0.3%	0.3%	-0.4%	0.0%[9.22 µM]	3.0%	0.1%
Abeta yeast res	8%	4%	11%	4%	22%	-10%
CCT chaperon mod	0.0	/	0.8	0.2	1.0	-0.3
A549 tox	-16%	-4%	-1%	/	3%	/
TGFb SMAD3 inh	-4%	25%	-9%	8%	3%	-12%

(31) O=C(O)Cc1ccc(NC(=O)Nc2ccc(Br)cc2)cc1
(32) COc1cc2cc[n+](Cc3ccc([N+](=O)[O-])cc3)cc2cc1OC
(33) CC1CC(C)CN(CCCNC(=O)CN2C(=O)CSc3ccc(S(=O)(=O)N4CCOCC4)cc32)C1 (stereo not given)
(34) O=C(OCC(=O)N1CCCC1)c1ccc(OC(F)(F)F)cc1
(35) COc1ccc(-c2noc3c2-c2nc(-c4ccc(Cl)cc4)sc2CC3)cc1
(36) CC1(C2CC2)NC(=O)N(CC(=O)Nc2ccc(OC(F)F)cc2)C1=O (stereo not given)
Assay by compound	31	32	33	34	35	36
Nrf2 inh	?	-32%	3%	2%	6%	/
HepG2 tox	1%	-2%	-1%	-21%	3%	51%
Mm-Cpn inhibitor	2%	-2%	-1%	?	1%	/
Akt phos inh	i	i	i	i	i	i
Nrf2 ARE act	0.2%	-0.2%	-0.1%	3.7%	0.0%	-0.5%
Abeta yeast res	-4%	-3%	-1%	-1%	-11%	7%
CCT chaperon mod	-1.8	-1.2	-1.9	-0.8	-0.3	0.4
A549 tox	-1%	4%	1%	1%	-1%	/
TGFb SMAD3 inh	7%	-7%	12%	-22%	-11%	3%

(37) CCOc1cc(/C=C(\C#N)C(=O)Nc2cccc(C(=O)O)c2)ccc1OCc1ccccc1Cl
(38) CO/N=C/NC(=O)c1c(OC)ccnc1Oc1ccccc1
(39) CN1CCN(C(=O)c2cccc(-c3cnc4cnc(-c5ccccc5Oc5ccccc5)cn34)c2)CC1
(40) COc1cccc(-c2c(C#N)c(N)nc3c2c(C)nn3-c2ccccc2)c1O
(41) Cc1ccc(OCC(=O)N(C)C2CCCCC2)c([N+](=O)[O-])n1
(42) Cc1ccc2nc(-c3ccc(NC(=O)CSc4nc(N)cc(=O)[nH]4)cc3)sc2c1
Assay by compound	37	38	39	40	41	42
Nrf2 inh	-1%	-8%	/	26µM*	14%	?
HepG2 tox	-2%	-19%	-44%	-7%	0%	0%
Mm-Cpn inhibitor	-2%	0%	/	-1%	0%	-7%
Akt phos inh	i	i	i	i	i	i
Nrf2 ARE act	0.2%	-0.5%	15%	4.2%	-0.4%	3.4%
Abeta yeast res	-3%	11%	-13%	9%	8%	7%
CCT chaperon mod	0.0	-1.8	-0.5	1.2	1.6	-1.0
A549 tox	-4%	-23%[1.84 µM]	/	?	1%	0%
TGFb SMAD3 inh	17%	4%	9%	1%	19%	16%

From PubChem
